Compound activity from PubChem BioAssay.
CHRM4 agonist = human M4 muscarinic receptor agonists, primary screen, CHO-K1 cells, Fluo-8 calcium fluorescence | Muscarinic acetylcholine receptor M4 (Homo sapiens), P08173 | CHO-K1 hM4/Gqi5; vehicle 0%, full acetylcholine response 100% | activation, % at 3 µM | hit rate 0.14% among 360,000 | AID 624127, 2012;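 active means activation above the run mean over all test wells plus 3 SD, cut at about 32% in these data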;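 further: peak over basal fluorescence ratio per well then scaled between controls; 0% = DMSO wells and 100% = acetylcholine at EC100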
CHRM5 antagonist = human M5 muscarinic receptor antagonists, primary screen, CHO cells, Fluo-8 calcium fluorescence; CHO-hM5 cells, ACh EC80; inhibition, % at 3 µM; hit rate 0.59% among 360,000; AID 624040, 2012;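 active means inhibition above a per-plate cutoff, the mean of that plate's test compounds plus 3 SD, cut at about 27% in these data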;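 further: 0% = acetylcholine EC80 with DMSO and 100% = DMSO without agonist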
Target sequence (P08912 whole entry, looked up): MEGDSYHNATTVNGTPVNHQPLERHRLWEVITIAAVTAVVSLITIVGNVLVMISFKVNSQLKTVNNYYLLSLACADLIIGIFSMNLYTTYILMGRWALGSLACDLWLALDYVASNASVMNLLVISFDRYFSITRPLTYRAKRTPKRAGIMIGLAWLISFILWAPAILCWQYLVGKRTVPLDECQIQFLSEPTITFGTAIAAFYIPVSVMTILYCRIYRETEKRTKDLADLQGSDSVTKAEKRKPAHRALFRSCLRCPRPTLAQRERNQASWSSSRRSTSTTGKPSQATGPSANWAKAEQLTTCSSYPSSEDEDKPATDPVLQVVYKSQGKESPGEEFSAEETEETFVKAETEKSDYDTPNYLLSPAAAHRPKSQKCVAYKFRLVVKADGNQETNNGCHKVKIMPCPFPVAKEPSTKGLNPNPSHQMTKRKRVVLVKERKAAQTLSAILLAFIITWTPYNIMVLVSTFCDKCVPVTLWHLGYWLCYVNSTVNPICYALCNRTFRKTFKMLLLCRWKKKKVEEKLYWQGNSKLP
CHRM5 PAM = human M5 muscarinic receptor positive allosteric modulators, primary screen, CHO-K1 cells, Fluo-8 calcium fluorescence | CHO-K1 hM5, ACh EC20 PAM; 0% = ACh EC20, 100% = ACh EC100 | activation, % at 3 µM | hit rate 0.3% among 360,000 | AID 624038, 2012;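 active means activation above the run cutoff, the mean activation of all test compounds plus 3 SD, cut at about 18% in these data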
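system = human M5 receptor in CHO-K1 cells | compound = one concentration, 3 µM final (nominal) | schedule = Post-acetylcholine fluorescence recording 140 s | signal = Fluo-8 calcium dye fluorescence, kinetic read | benchmarks = low control EC20 acetylcholine (0%), high control EC100 acetylcholine (100%) | repeats = singlicate, one well per test compound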
M5 ag = human M5 muscarinic receptor agonists, primary screen, CHO-K1 cells, Fluo-8 calcium fluorescence; Muscarinic acetylcholine receptor M5 (Homo sapiens), P08912; CHO-K1 hM5 cells; 0% DMSO wells, 100% maximal acetylcholine response; activation, % at 3 µM; hit rate 0.19% among 360,000; AID 624037, 2012;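 active means activation above the run's mean over test compounds plus 3 SD, cut at about 23% in these data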;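 further: signal is peak over basal fluorescence ratio across the kinetic read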
CHRM4 PAM = human M4 muscarinic receptor positive allosteric modulators, primary screen, CHO-K1 cells, Fluo-8 calcium fluorescence | Muscarinic acetylcholine receptor M4 (Homo sapiens), P08173 | CHO-K1 hM4/Gqi5, ACh EC20; 0% = ACh EC20, 100% = maximal ACh | activation, % at 3 µM | hit rate 0.4% among 360,000;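 active means activation above its plate's cutoff, the mean activation of sample wells plus 3 SD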; further: some results filed as inactive read as strong as hits
CRFBP-R2 agonist = agonists of CRF-BP/CRF-R2 complex, primary screen, cell-based, HEK293, calcium dye fluorescence, uHTS. calcium dye fluorescence (FLIPR); percent of saturating CRF peptide response. CRF-binding protein / CRF receptor 2 complex (human). hit rate 0.46% among 350,000. activation, % at 13.2 µM;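 active means activation of at least 50%, plus an integration ratio under a set limit after plate pattern correction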;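 further: plate controls were neutral control wells without compound for no effect and CRF at EC100 for full effect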
CRFBP-R2 block = antagonists of CRF-BP/CRF-R2 complex, primary screen, cell-based, HEK293, calcium dye fluorescence, uHTS. CRF-induced calcium fluorescence. inhibition, % at 11.8 µM. hit rate 0.59% among 350,000;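 active means inhibition of the ligand-induced calcium signal above about 50% at the single tested concentration, limit read from the data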
M1 PAM = human M1 muscarinic receptor positive allosteric modulators, primary screen, CHO-K1 cells, Fluo-8 calcium fluorescence, 1536-well. CHO-K1 hM1, ACh EC20; 0% = ACh EC20, 100% = maximal ACh. AID 588819, 2011. activation, % at 3 µM. hit rate 0.088% among 360,000. Muscarinic acetylcholine receptor M1 (Homo sapiens), P11229; in the data active means activation above about 19%, passing the limit was not always enough
Target sequence (P11229 whole entry, looked up): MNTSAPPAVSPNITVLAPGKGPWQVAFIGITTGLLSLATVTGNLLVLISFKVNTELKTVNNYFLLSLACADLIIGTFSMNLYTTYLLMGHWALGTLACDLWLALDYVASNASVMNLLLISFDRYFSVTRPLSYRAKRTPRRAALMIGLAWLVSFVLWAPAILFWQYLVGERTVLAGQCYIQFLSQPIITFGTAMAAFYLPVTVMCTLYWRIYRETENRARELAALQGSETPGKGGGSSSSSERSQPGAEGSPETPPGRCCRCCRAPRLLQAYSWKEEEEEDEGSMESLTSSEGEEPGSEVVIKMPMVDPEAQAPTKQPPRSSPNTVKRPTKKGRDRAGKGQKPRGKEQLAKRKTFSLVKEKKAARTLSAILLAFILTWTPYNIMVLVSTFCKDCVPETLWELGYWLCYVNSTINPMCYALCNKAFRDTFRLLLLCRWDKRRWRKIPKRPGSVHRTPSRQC
CHRM4 antagonist = human M4 muscarinic receptor antagonists, primary screen, CHO cells, Fluo-8 calcium fluorescence | Muscarinic acetylcholine receptor M4 (Homo sapiens), P08173 | CHO-hM4 cells, ACh EC80 | inhibition, % at 3 µM | hit rate 0.73% among 360,000;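 active means inhibition above its plate's cutoff, the mean inhibition of sample wells plus 3 SD, cut at about 27% in these data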;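 further: 0% = acetylcholine EC80 with DMSO and 100% = DMSO without agonist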
The depositor's hits bear a star.

Screening COc1ccccc1NC(=O)N1CCC(C(=O)c2ccc(Cl)cc2)CC1 returned CHRM4 agonist 1, CHRM5 antagonist 19, CHRM5 PAM -4, M5 ag -3, CHRM4 PAM -1, CRFBP-R2 agonist -1.6, CRFBP-R2 block -6, M1 PAM -5 and CHRM4 antagonist -1.
For O=C1CCN(Cc2ccccc2)S(=O)(=O)c2ccccc21 the results were CHRM4 agonist 1, CHRM5 antagonist -7, CHRM5 PAM 6, M5 ag -7, CHRM4 PAM 2, CRFBP-R2 agonist -2.4, CRFBP-R2 block -4, M1 PAM -1 and CHRM4 antagonist 5.
COC/C=C/C1=CC2=CC(=O)C(C)(OC(=O)c3cnc4ccccc4n3)C(=O)C2=CN1CC1CC1 (stereo unspecified) was read as CHRM4 agonist 3, CHRM5 antagonist 11, CHRM5 PAM -11, M5 ag 0, CHRM4 PAM 1, CRFBP-R2 agonist 7.7, CRFBP-R2 block 11, M1 PAM 3 and CHRM4 antagonist 11.
CN(C)S(=O)(=O)c1cc(S(=O)(=O)N(C)C)c(Cl)cc1N was read as CHRM4 agonist 1, CHRM5 antagonist -6, CHRM5 PAM 3, M5 ag 3, CHRM4 PAM 5, CRFBP-R2 agonist 1.9, CRFBP-R2 block 11, M1 PAM 12 and CHRM4 antagonist 1.
`Cc1ccc(C)c(-n2nnnc2SCC(=O)NNC(=O)c2ccco2)c1` gave CHRM4 agonist 2, CHRM5 antagonist -1, CHRM5 PAM 3, M5 ag 4, CHRM4 PAM 5, CRFBP-R2 agonist -0.9, CRFBP-R2 block 15, M1 PAM 10 and CHRM4 antagonist 0.
`CCOc1ccc(S(=O)(=O)N(CC(=O)O)c2ccccc2)cc1` gave CHRM4 agonist 0, CHRM5 antagonist 9, CHRM5 PAM -5, M5 ag 0, CHRM4 PAM -1, CRFBP-R2 agonist 0.0, CRFBP-R2 block 1, M1 PAM 3 and CHRM4 antagonist 3.
`O=C(Cc1ccc(Nc2nc3ccc(Br)cc3[nH]2)cc1)NCCc1cccs1` gave CHRM4 agonist 8, CHRM5 antagonist 9, CHRM5 PAM 1, M5 ag 1, CHRM4 PAM 2, CRFBP-R2 agonist 1.1, CRFBP-R2 block -9, M1 PAM -11 and CHRM4 antagonist 7.
`CN(C(=O)C1CCN(S(=O)(=O)c2cccc3nonc23)CC1)C1CCCCC1` gave CHRM4 agonist 3, CHRM5 antagonist 6, CHRM5 PAM 7, M5 ag 1, CHRM4 PAM -2, CRFBP-R2 agonist -1.5, CRFBP-R2 block 14, M1 PAM 5 and CHRM4 antagonist -4.
Screening Cn1cc(Cl)c(C(=O)NC(=S)Nc2sc3c(c2C#N)CCCCC3)n1 returned CHRM4 agonist 0, CHRM5 antagonist 6, CHRM5 PAM 0, M5 ag 0, CHRM4 PAM -2, CRFBP-R2 agonist -1.8, CRFBP-R2 block -30, M1 PAM -5 and CHRM4 antagonist 2.
`CC(C(=O)O)N1c2cccc3cccc(c23)S1(=O)=O` (stereo unspecified) gave CHRM4 agonist 0, CHRM5 antagonist -14, CHRM5 PAM 3, M5 ag 3, CHRM4 PAM 2, CRFBP-R2 agonist -1.1, CRFBP-R2 block 6, M1 PAM 5 and CHRM4 antagonist -1.
Screening Cc1ccc2c(c1)N(S(=O)(=O)c1cc(-c3onc(C)c3C)ccc1C)CCO2 returned CHRM4 agonist 1, CHRM5 antagonist 9, CHRM5 PAM -8, M5 ag -5, CHRM4 PAM -9, CRFBP-R2 agonist 12, CRFBP-R2 block 19, M1 PAM 6 and CHRM4 antagonist -2.
Screening CSc1ccc(/C=N/NC(=O)c2ccc(-n3cnnn3)cc2)cc1 returned CHRM4 agonist 2, CHRM5 antagonist 8, CHRM5 PAM 2, M5 ag 1, CHRM4 PAM 7, CRFBP-R2 agonist -0.5, CRFBP-R2 block 3, M1 PAM 4 and CHRM4 antagonist -7.
CC(=O)Nc1ccc(NC(=O)CSc2ncnc3sc(C)c(C)c23)cc1 was read as CHRM4 agonist 3, CHRM5 antagonist 5, CHRM5 PAM 4, M5 ag 0, CHRM4 PAM 4, CRFBP-R2 agonist -1.4, CRFBP-R2 block 10, M1 PAM 11 and CHRM4 antagonist 11.
Screening Cc1ccccc1COC(=O)CCC1=NS(=O)(=O)c2ccccc2N1 returned CHRM4 agonist 3, CHRM5 antagonist 8, CHRM5 PAM -2, M5 ag 0, CHRM4 PAM -1, CRFBP-R2 agonist 1.7, CRFBP-R2 block -1, M1 PAM 9 and CHRM4 antagonist -6.
`CC1CCCCN1Cc1ccc(N(C)C)cc1` (stereo unspecified) gave CHRM4 agonist 1, CHRM5 antagonist 2, CHRM5 PAM -2, M5 ag -5, CHRM4 PAM 4, CRFBP-R2 agonist 24, CRFBP-R2 block -10, M1 PAM 2 and CHRM4 antagonist 5.
`O=C(NCC1CCCCC1)c1ccc([N+](=O)[O-])cc1` gave CHRM4 agonist 0, CHRM5 antagonist 1, CHRM5 PAM 3, M5 ag -2, CHRM4 PAM 1, CRFBP-R2 agonist -2.7, CRFBP-R2 block -1, M1 PAM 2 and CHRM4 antagonist -6.
CCCc1cc(=O)oc2c(C)c(OC(C)C(=O)NCc3ccccn3)ccc12 (stereo unspecified) was read as CHRM4 agonist 6, CHRM5 antagonist 0, CHRM5 PAM -3, M5 ag -1, CHRM4 PAM 0, CRFBP-R2 agonist -0.5, CRFBP-R2 block -9, M1 PAM 0 and CHRM4 antagonist -2.
N#Cc1c(N2CCOCC2)nc(-c2ccco2)c2c1CCCC2 was read as CHRM4 agonist 4, CHRM5 antagonist -1, CHRM5 PAM -15, M5 ag -4, CHRM4 PAM -4, CRFBP-R2 agonist 1.5, CRFBP-R2 block 9, M1 PAM -1 and CHRM4 antagonist 5.
Cc1ccc2c(c1)N(CC(=O)NC1CCC(C)CC1)C(=O)c1cccnc1O2 (stereo unspecified) was read as CHRM4 agonist 12, CHRM5 antagonist 12, CHRM5 PAM -12, M5 ag 3, CHRM4 PAM -11, CRFBP-R2 agonist -0.9, CRFBP-R2 block -17, M1 PAM -13 and CHRM4 antagonist 6.
COC(=O)c1ccccc1NC(=O)C1CC=CCC1C(=O)O (stereo unspecified) was read as CHRM4 agonist 0, CHRM5 antagonist -6, CHRM5 PAM 0, M5 ag -5, CHRM4 PAM 6, CRFBP-R2 agonist -0.9, CRFBP-R2 block 18, M1 PAM 6 and CHRM4 antagonist -9.
Cc1ccc(OCC(=O)N(Cc2ccco2)c2c(N)n(Cc3ccccc3)c(=O)[nH]c2=O)cc1C was read as CHRM4 agonist 2, CHRM5 antagonist 4, CHRM5 PAM 1, M5 ag 0, CHRM4 PAM 8, CRFBP-R2 agonist -1.7, CRFBP-R2 block -8, M1 PAM -7 and CHRM4 antagonist -7.
`O=C(Nc1nnc(COc2ccc(Cl)cc2)s1)c1ccco1` gave CHRM4 agonist 1, CHRM5 antagonist 3, CHRM5 PAM 7, M5 ag -1, CHRM4 PAM 6, CRFBP-R2 agonist 0.6, CRFBP-R2 block -25, M1 PAM 11 and CHRM4 antagonist -2.
`COC(=O)c1c(S(=O)(=O)NCc2ccccc2)sc(C(=O)O)c1C` gave CHRM4 agonist 1, CHRM5 antagonist 4, CHRM5 PAM 3, M5 ag -2, CHRM4 PAM 2, CRFBP-R2 agonist -0.8, CRFBP-R2 block -2, M1 PAM 6 and CHRM4 antagonist 2.
Screening CCC1CCCCN1CCCNC(=O)c1ccc(N2CCCC2=O)cc1 (stereo unspecified) returned CHRM4 agonist 0, CHRM5 antagonist 7, CHRM5 PAM -3, M5 ag -6, CHRM4 PAM -1, CRFBP-R2 agonist -0.2, CRFBP-R2 block -11, M1 PAM 10 and CHRM4 antagonist -11.
Screening CC(=O)Nc1ccc(-c2cc(C(=O)O)c3ccc(C)cc3n2)cc1 returned CHRM4 agonist 0, CHRM5 antagonist 10, CHRM5 PAM 3, M5 ag -1, CHRM4 PAM 21, CRFBP-R2 agonist -1.1, CRFBP-R2 block 6, M1 PAM 8 and CHRM4 antagonist 4.
For Cc1ccc(CN2CCC2(C)C(=O)NC2CCc3ccccc32)cc1 (stereo unspecified) the results were CHRM4 agonist -2, CHRM5 antagonist -1, CHRM5 PAM 2, M5 ag -3, CHRM4 PAM 3, M1 PAM 0 and CHRM4 antagonist -3.
Screening CC1COc2ccccc2N1C(=O)c1ccccc1Cl (stereo unspecified) returned CHRM4 agonist 1, CHRM5 antagonist 3, CHRM5 PAM 1, M5 ag -6, CHRM4 PAM -5, CRFBP-R2 agonist -0.4, CRFBP-R2 block -8, M1 PAM 9 and CHRM4 antagonist -24.
Cc1ccc(C(=O)N2CCN(c3ccc(NC(=O)c4ccc5c(c4)OCCO5)cc3)CC2)cc1 was read as CHRM4 agonist 13, CHRM5 antagonist -2, CHRM5 PAM -4, M5 ag 6, CHRM4 PAM -2, CRFBP-R2 agonist 0.5, CRFBP-R2 block 7, M1 PAM -14 and CHRM4 antagonist 1.
O=C1NC2(Nc3ccccc31)C(=O)Nc1ccc(Br)cc12 (stereo unspecified) was read as CHRM4 agonist 0, CHRM5 antagonist 98*, CHRM5 PAM -30, M5 ag -15, CHRM4 PAM -1, CRFBP-R2 agonist -3.1, CRFBP-R2 block -13, M1 PAM 2 and CHRM4 antagonist -3.
`C=CCOc1ccccc1CN1CCC(Cc2ccccc2)CC1` gave CHRM4 agonist 4, CHRM5 antagonist 11, CHRM5 PAM -9, M5 ag -13, CHRM4 PAM -11, CRFBP-R2 agonist 0.2, CRFBP-R2 block -23, M1 PAM -15 and CHRM4 antagonist 12.
For CCCn1nc(NC(=O)c2cccs2)c2cc3cc(OC)ccc3nc21 the results were CHRM4 agonist 8, CHRM5 antagonist 19, CHRM5 PAM -13, M5 ag 1, CHRM4 PAM -4, CRFBP-R2 agonist 2.8, CRFBP-R2 block -12, M1 PAM 1 and CHRM4 antagonist 2.
Cc1csc(=O)n1CC(=O)OCC(=O)Nc1ccc(Cl)cc1F was read as CHRM4 agonist 2, CHRM5 antagonist 3, CHRM5 PAM 2, M5 ag 2, CHRM4 PAM 3, CRFBP-R2 agonist -0.5, CRFBP-R2 block -1, M1 PAM 12 and CHRM4 antagonist 6.
Cn1[nH]c(CSc2ccc(Cl)cc2)cc1=O was read as CHRM4 agonist 1, CHRM5 antagonist 10, CHRM5 PAM 0, M5 ag 2, CHRM4 PAM 0, CRFBP-R2 agonist -1.1, CRFBP-R2 block 13, M1 PAM 1 and CHRM4 antagonist 8.
`COC(=O)CNC(=O)C1Cc2ccccc2CN1S(=O)(=O)c1cccs1` (stereo unspecified) gave CHRM4 agonist 1, CHRM5 antagonist 12, CHRM5 PAM 0, M5 ag -1, CHRM4 PAM 10, CRFBP-R2 agonist -1.1, CRFBP-R2 block -9, M1 PAM 12 and CHRM4 antagonist 1.
